ERG-DNA inh = ERG Ets/DNA interaction inhibition. P11308. fluorescence polarization, His-ERG Ets domain / labelled DNA. Potency, µM (titrated, usually from 76.9 µM), without a hit: top-dose FP activity, negative = inhibition, usual class: inhibitors. actives 0.028% (n = 370,000). AID 624246; active = well fitted inhibition curve with a large enough effect in the polarisation, with a control signal flat; inconclusive = small, poorly fitted or top-dose-only effect, or effect the other way, or a change in a side signal; inactive = no such curve, though single readings can be large or run the other way; the % refers to the polarisation;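 also: polarization taken with two DNA probes labelled with fluorescein and Texas red; % of control where 0% means no effect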
Target sequence (P11308 whole entry, looked up, the tested form may be a part): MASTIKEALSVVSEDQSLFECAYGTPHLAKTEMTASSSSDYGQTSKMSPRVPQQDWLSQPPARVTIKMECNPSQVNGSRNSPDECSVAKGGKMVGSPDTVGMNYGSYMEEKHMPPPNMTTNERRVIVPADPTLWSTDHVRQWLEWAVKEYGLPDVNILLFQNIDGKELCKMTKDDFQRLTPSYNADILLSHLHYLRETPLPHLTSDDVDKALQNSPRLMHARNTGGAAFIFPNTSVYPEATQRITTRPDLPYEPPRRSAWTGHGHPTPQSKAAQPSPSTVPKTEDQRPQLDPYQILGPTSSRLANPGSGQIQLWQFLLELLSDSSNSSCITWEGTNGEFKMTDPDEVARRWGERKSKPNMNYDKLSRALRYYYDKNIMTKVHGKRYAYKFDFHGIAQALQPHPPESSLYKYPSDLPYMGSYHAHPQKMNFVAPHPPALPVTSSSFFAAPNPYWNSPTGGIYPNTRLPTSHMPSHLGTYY
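His-tagged ERG Ets domain (1 uM in the protein solution; 300mM KCl, 50mM Tris-HCl, 1mM EDTA, 1mM DTT, pH 7.5) received compound, then a probe mix of 5 nM fluorescein-DNA and 100nM Texas-615-DNA. Fluorescence polarization was read for both dyes.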
rTrxR1 inhibitor = inhibitors of rat thioredoxin reductase 1; O89049; recombinant rTrxR1, NADPH fluorescence consumption, selenite substrate; Potency, µM (series often up to 114 µM), without a hit: at the top dose activity change, negative = inhibition, usual class: inhibitors; actives 1% (n = 390,000); AID 588453; also: % is scaled to controls: 0 for no effect and ±100 for the full control effect; nearly all actives have a fitted effect of over 65% in size
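Rat TrxR1 (90 nM in the dispensed reagent) was pre-reduced with 400 uM NADPH for 5 min at room temperature, then incubated with compound for 15 min. After 400 uM selenite was added, NADPH fluorescence (Ex 340/Em 450 nm) was followed for 8 min.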
PGK inhibitor = blocks T. brucei phosphoglycerate kinase. actives 0.043% (n = 380,000). PGK/GAPDH coupled, Kinase-Glo luminescence, 60 min. AID 602233. Potency, µM (titrated, usually from 57.5 µM), for the others: at the top dose activity change, negative = inhibition, hits mostly inhibitors. P07378; also: % is scaled to controls: 0 for no effect and ±100 for the full control effect; nearly all actives have a fitted effect of over 60% in size
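Recombinant glycosomal PGK reaction used 1,3-bisphosphoglycerate generated in-well by GAPDH (100nM final) in 100mM TEA pH 7.6, 5mM MgCl2, 0.01% Tween-20. After 60 minutes at room temperature, ATP was read by Kinase-Glo Plus luminescence end-point.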
12-LOX inh = inhibitors of human 12S-lipoxygenase ALOX12 | purified 12hLO, xylenol orange hydroperoxide absorbance | Potency, µM (doses to about 108 µM), for the others: at the highest dose activity change, negative = inhibition, usual class: inhibitors | actives 1.1% (n = 580,000) | P18054 | AID 1671190; also: % is scaled to controls: 0 for no effect and ±100 for the full control effect
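Hydroperoxide product was detected by ferrous iron/xylenol orange as the 573 to 405 nm absorbance ratio. Arachidonic acid at 40 uM (final) was turned over for 30 min at room temperature by 150 nM human 12hLO, pH 7.0 Hepes buffer, after 15 min compound preincubation.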
Pin1 inhibitor = inhibitors of human Pin1; Q13526; Pin1 FP peptide displacement, HiFluor488, 10 min; Potency, µM (highest dose often 115 µM), for the others: at the highest dose activity, negative = inhibition, usual class: inhibitors; actives 0.009% (n = 390,000); active = well fitted inhibition curve with a large enough effect in the polarisation, with a control signal flat, not every such curve was filed as active; inconclusive = small, poorly fitted or top-dose-only effect, or effect the other way, or a change in a side signal; inactive = no such curve, though single readings can be large or run the other way; the % refers to the polarisation; also: % is scaled to controls: 0 for no effect and ±100 for the full control effect
Target sequence (Q13526 whole entry, looked up): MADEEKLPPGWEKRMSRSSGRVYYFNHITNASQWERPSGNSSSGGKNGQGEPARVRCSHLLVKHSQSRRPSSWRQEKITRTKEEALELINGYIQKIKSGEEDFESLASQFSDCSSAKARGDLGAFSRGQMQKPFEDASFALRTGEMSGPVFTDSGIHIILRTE
HP1b binding inh = blocks HP1-beta chromodomain binding to methylated histone tails. P83916. AlphaScreen HP1-beta / biotin-H3K9me3 peptide binding. Potency, µM (titrated, usually from 114 µM), for the others: top-dose activity change, negative = inhibition, most hits filed as inhibitors. actives 0.56% (n = 390,000). AID 540317; also: nearly all actives have a fitted effect of over 70% in size; inactives centre near 23
Target sequence (P83916 whole entry, looked up): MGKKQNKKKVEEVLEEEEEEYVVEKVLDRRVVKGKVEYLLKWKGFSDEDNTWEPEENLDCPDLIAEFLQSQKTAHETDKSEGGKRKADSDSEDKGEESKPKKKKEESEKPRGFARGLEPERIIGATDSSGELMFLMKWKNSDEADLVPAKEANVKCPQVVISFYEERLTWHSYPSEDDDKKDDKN
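Compound inhibition of the preformed complex between 50 nM HP1-beta and 50 nM biotinylated H3K9me3 peptide was read by AlphaScreen. Buffer was PBS pH 7.4 with 0.01% Tween-20. Incubations ran 30 min at room temperature, with 10 ug/mL donor/acceptor beads.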
GLS inh = inhibitors of human glutaminase (GLS); O94925; GLS enzymatic activity, qHTS titration; Potency, µM (top dose mostly 45.5 µM), inactives show at the highest dose activity change, negative = inhibition, hits mostly inhibitors; actives 0.21% (n = 410,000); AID 624170; also: % is scaled to controls: 0 for no effect and ±100 for the full control effect
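hKGA in 45 mM KH2PO4 (pH 8.2), 0.02% Tween-20 with compound, then 1mM L-Glutamine (stock as added) plus glutamate oxidase/HRP/Amplex red coupling mix. Fluorescence read initially and after 30 min at RT; signal change reflects glutamate formation.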
JMJD2A Tudor = blocks the human JMJD2A Tudor domain; O75164; AlphaScreen JMJD2A-Tudor / H3K4me3 peptide binding; Potency, µM (highest dose often 114 µM), inactives show at the highest dose activity change, negative = inhibition, actives largely listed as inhibitors; actives 4.4% (n = 390,000); also: % is scaled to controls: 0 for no effect and ±100 for the full control effect; nearly all actives have a fitted effect of over 50% in size
RGS4 inh = blocks human RGS4-accelerated GTP hydrolysis; Transcreener GDP fluorescence polarization, RGS4-accelerated GTP hydrolysis; Potency, µM (doses to about 114 µM), inactives show at the highest dose activity change, negative = inhibition, usual class: inhibitors; actives 0.039% (n = 390,000); also: % is scaled to controls: 0 for no effect and ±100 for the full control effect; nearly all actives have a fitted effect of over 75% in size; some results filed as inactive show a strong effect at the top dose
Target sequence (P49798 whole entry, looked up): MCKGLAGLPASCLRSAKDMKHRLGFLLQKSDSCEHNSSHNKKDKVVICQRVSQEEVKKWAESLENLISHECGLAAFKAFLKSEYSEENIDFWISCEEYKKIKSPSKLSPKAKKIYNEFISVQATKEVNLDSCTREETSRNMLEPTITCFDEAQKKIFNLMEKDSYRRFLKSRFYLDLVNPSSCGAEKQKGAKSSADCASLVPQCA
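MLSMR compounds (23 nl, pin-transferred) preincubated 10 min at room temperature with a 500nM (2x) first reagent, then RGS4 at 900nM (2x) plus Transcreener GDP mix added; fluorescence polarization (620/688 nm) read before and after 90 min at 30 °C.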
* = called active by the depositor; i = inactive; ? = inconclusive; . = not tested or not shown; & = joins results of further samples; [ ] = dose if it differs, or a comment. Unless noted, calls follow the shape of the dose curve; as a rule, active = well fitted curve in the direction sought with a large enough effect; inconclusive = small, poorly fitted or top-dose-only effect, or another doubt; inactive = no such curve, though single readings can be large; an effect the other way counts as inactive or inconclusive. Potency is read from the fitted curve at half-maximal effect. An excerpt (hit frequency here may not be typical).

SMILES	ERG-DNA inh	rTrxR1 inhibitor	PGK inhibitor	12-LOX inh	Pin1 inhibitor	HP1b binding inh	GLS inh	JMJD2A Tudor	RGS4 inh
CCOC(=O)C(C)Sc1nc(-c2ccccc2Cl)cc(-c2ccccc2)c1C#N (stereo not given)	3%	10%	-4%	-6%	6%	68%[activator]	4%	31%[activator]	-18%
C(=N\c1nccs1)/c1cccnc1	2%	-22%	i	1%	0%	11%	12%	-24%	-42%
c1csc(-c2nc(N3CCN(Cc4ccc5c(c4)OCCO5)CC3)c3ccccc3n2)c1	.	-3%	.	.	-1%	6%	.	?	6%
CCOC(=O)C1CCCN(C(=O)C2CC(=O)N(c3ccc(C)cc3)C2)C1 (stereo not given)	-8%	19%	.	-9%	-2%	20%	8%	-15%	6%
COc1ccc(-n2cnnc2SCc2cnc(-c3ccccc3)s2)cc1	-6%	22%	3%	-27%	0%	33%	?	-2%	-8%
O=S(=O)(c1ccccc1F)N1CCCc2ccccc21	-10%	25%	i	?	-5%	82%[activator]	1%	74%[activator]	9%
CC1(CCc2ccccc2)NC(=O)N(CC(=O)N2CCCCCC2)C1=O (stereo not given)	2%	-4%	-3%	-5%	7%	12%	1%	-12%	1%
COc1ccc(NC(=O)C2CCCN(c3nc(C)cc(C)n3)C2)cc1 (stereo not given)	-7%	21%	-6%	-3%	3%	30%	-6%	-1%	6%
CC1C(=O)NN=C1C(=O)N/N=C/c1cccs1 (stereo not given)	-6%	?	-8%	?	-1%	17%	13%	?	0%
Cc1cccc(C)c1NC(=O)Cn1c(=O)n(CC2CCC(C(=O)NCCc3ccccc3)CC2)c(=O)c2ccccc21 (stereo not given)	7%	9%	-4%	?	5%	10%	0%	0%	-2%
[N-]=[N+]=NC[C@H](Cc1ccccc1)N1CCN(Cc2ccccc2)CCC1=O	11%	-26%	-8%	1%	0%	35%	11%	-20%	-17%
Cc1ccc(S(=O)(=O)c2c(N)n(/N=C/c3ccco3)c3nc4ccccc4nc23)cc1	27%	-8%	17%	?	?	10%	0%	1%	?
Cc1ccc(C(NC(=O)N2CCN(C)CC2)C(Cl)Cl)cc1F (stereo not given)	-6%	10%[57.1 µM]	i	-4%	-6%	28%	17%	-14%	?
COc1ccc(N2CCN(C(=O)CN(c3ccccc3)S(=O)(=O)c3ccc(OC)cc3)CC2)cc1	-1%	3%	i	0%	2%	?	.	56µM*	-10%
COc1ccc(N)c2c1OCCC2=O	.	-15%	-2%	9%	-1%	-5%	14%	-10%	-29%
COc1cccc(OC)c1OC(=O)C1CC(=O)N(c2ccc3c(c2)OCCO3)C1 (stereo not given)	-10%	0%	-14%	-22%	?	-35%	-24%	56µM*	5%
Cc1ccc(CCNC(=O)c2c[nH]c3ccc(S(=O)(=O)Nc4ccc(C)cc4C)cc3c2=O)cc1	4%	14%[57.1 µM]	5%	-21%	8%	31%	-3%	-21%	-9%
O=C(Nc1ccc(Oc2cccnc2)cc1)c1ccccc1Cl	5%	-15%	-7%	5%	-4%	31%	0%	-20%	8%
S=c1[nH]nc(Nc2ccc(Cl)cc2)s1	1%	-12%	-11%	?	?	2%	-20%	-35%	-20%
COc1ccc(C2(CCN)CC(C)N(C)CC2C)cc1 (stereo not given)	2%	13%[57.1 µM]	-6%	6%	-9%	19%	-8%	-20%	-48%
COC(=O)c1ccc(NC(=O)CC2C(=O)N(c3ccc(C)cc3)C(=O)N2CC(C)C)cc1 (stereo not given)	-8%	6%	i	22%	-4%	9%	-6%	-18%	-6%
CCCCOc1cccc(-c2cc(C(=O)NNC(=S)NCC)c3ccccc3n2)c1	-14%	-13%	-6%	-29%	3%	-11%	-1%	?	15%
COc1ccc(N(CC(=O)NCc2ccc(Cl)cc2)S(=O)(=O)c2ccccc2[N+](=O)[O-])c(OC)c1	8%	17%	-1%	-11%	6%	7%	?	-20%	-4%
O=C(NC1CC(=O)N(c2ccc(F)cc2)C1)C1CCCCC1 (stereo not given)	3%	19%[57.1 µM]	-10%	-24%	-4%	-7%	-8%	-6%	17%
O=C(Nc1c2c(nn1-c1ccc(F)cc1)CS(=O)C2)C12CC3CC(CC(C3)C1)C2 (stereo not given)	-3%	-2%	-4%	12%	5%	28%	2%	-9%	15%
Cc1ccc(-n2c(SCC(=O)N/N=C/c3ccccc3OCC(=O)O)nc3ccccc3c2=O)cc1	10%	0%	0%	-1%	-8%	26%	13%	-7%	-4%
CCS(=O)(=O)N1CCc2cc(C(=O)Nc3ccc(C(=O)OC)cc3)ccc21	3%	1%	0%	-23%	-3%	26%	-13%	-3%	-8%
CCOC(=O)c1cnc(SCC(=O)c2ccc(C)cc2)nc1N	0%	-8%	-1%	-9%	3%	15%	0%	-5%	7%
O=Cc1ccc(-c2ccc(F)cc2)o1	-2%	-1%	5%	-6%	2%	33%	8%	-3%	29%
O=C(c1ccc(Cl)c(Cl)c1)N1CCC(=O)N(C(COCc2cccc(C(F)(F)F)c2)Cc2ccccc2)CC1 (stereo not given)	9%	-14%	3%	?	?	28%	5%	-14%	2%
Cc1ccc(CCNC(=O)NCc2noc3ccccc23)cc1	-3%	14%	-1%	-8%	3%	62%[activator]	0%	11%	6%
CC1CN(C(=O)c2cc(S(=O)(=O)N3CCCC3)ccc2Cl)CC(C)O1 (stereo not given)	0%	14%	3%	0%	1%	43%[activator]	-5%	-15%	5%
COc1ccc(CCNC(=O)c2ccc(CS(=O)(=O)c3ccc(Br)cc3)o2)cc1OC	12%	-7%	1%	-2%	-1%	-3%	15%	?	9%
O=C(c1cc(-c2ccccc2)n[nH]1)N1CCN(S(=O)(=O)c2ccccc2)CC1	-13%	25%	-4%	431%[activator]	-3%	51%[activator]	0%	-6%	-12%
Cc1cccc(N(C)S(=O)(=O)c2cc3c(cc2Cl)NC(=O)CO3)c1	4%	6%	-3%	-10%	-1%	11%	0%	?	-13%
CC1=C([N+](=O)[O-])C(c2ccccc2)NC(=O)N1 (stereo not given)	7%	4%[57.1 µM]	-8%	148%	5%	24%	0%	1%	-11%
O=C(OCc1csc(-c2ccccc2)n1)c1cccs1	-4%	18%[57.1 µM]	-13%	?	3%	140%[activator]	-14%	-8%[11.4 µM]	1%[11.4 µM]
CCOc1ccc(OCC)c(NC(=O)c2csc3c2CCCC3)c1	1%	22%	i	-22%	1%	15%	-10%	-6%	-17%
Cc1nc2ccc(NC(=O)c3ccc(Cl)c([N+](=O)[O-])c3)cc2s1	5%	-1%	i	-19%	-1%	14%	-3%	-13%	-34%
COc1cc(-c2noc(-c3ccccc3C(=O)NCc3ccco3)n2)cc(OC)c1OC	-2%	3%[57.1 µM]	-1%	10%&68%	6%	-4%	9%	-16%	-27%

A second format for part of the listing above:
O=C(c1cc(-c2ccccc2)n[nH]1)N1CCN(S(=O)(=O)c2ccccc2)CC1
  ERG-DNA inh: -13% | rTrxR1 inhibitor: 25% | PGK inhibitor: -4% | 12-LOX inh: 431%[activator] | Pin1 inhibitor: -3% | HP1b binding inh: 51%[activator] | GLS inh: 0% | JMJD2A Tudor: -6% | RGS4 inh: -12%
CC1CN(C(=O)c2cc(S(=O)(=O)N3CCCC3)ccc2Cl)CC(C)O1 (stereo not given)
  ERG-DNA inh: 0% | rTrxR1 inhibitor: 14% | PGK inhibitor: 3% | 12-LOX inh: 0% | Pin1 inhibitor: 1% | HP1b binding inh: 43%[activator] | GLS inh: -5% | JMJD2A Tudor: -15% | RGS4 inh: 5%

Later entries
SMILES	ERG-DNA inh	rTrxR1 inhibitor	PGK inhibitor	12-LOX inh	Pin1 inhibitor	HP1b binding inh	GLS inh	JMJD2A Tudor	RGS4 inh
COc1cccc(NC(=O)CNC(C)CCC(C)C)c1 (stereo not given)	-8%	1%	-4%	?	-3%	21%	4%	-1%	3%
COc1ccc(C=C2NC(=S)NC2=O)cc1	9%	-8%	-7%	-17%	1%	-6%	1%	-30%	-15%
CN(C)S(=O)(=O)c1ccc(C(=O)OCC(=O)Nc2ccccc2OC(F)F)cc1	4%	8%	0%	-3%	1%	49%[activator]	-2%	-15%	-24%
CCCN1CCN(CC(=O)Nc2nc3ccccc3s2)CC1	-3%	24%	-2%	-18%	2%	12%	6%	-25%	14%
Cc1ccc2c(c1)c(=O)c(C(=O)c1ccccc1)cn2Cc1ccccc1F	-6%	20%	2%	6%	4%	14%	-4%	?	-14%
CC(C)(C)OC(=O)N1CCC(c2c(C(=O)NC3CCN(Cc4ccccc4)CC3)cnn2-c2cccc(F)c2)CC1	-8%	8%	-7%	-16%	-1%	10%	-5%	-21%	0%
CCC1CCCCN1CCNC(=O)CNS(=O)(=O)c1ccc2nc(C)sc2c1 (stereo not given)	16%	21%	-1%	8%	-2%	13%	10%	-8%	2%
CC(=O)Nc1cccc(S(N)(=O)=O)c1C	-7%	23%[57.1 µM]	-3%	0%	-3%	89%[activator]	-9%	-1%	-14%[56.9 µM]
CSc1ccccc1NC(=S)N/N=C/c1cccn1Cc1cccc(C)c1	-2%	14%[57.1 µM]	1%	?	-5%	-3%	?	-33%	-15%
CCOC(=O)c1cccc(NC(=O)C2Cc3ccccc3N2C(=O)c2ccccc2)c1 (stereo not given)	-6%	22%[57.1 µM]	-9%	-27%	6%	16%	5%	-18%	-12%
COc1cc(NC(=O)c2ccccc2F)ccc1NC(=O)c1cc2ccccc2o1	-1%	-7%	5%	1%	1%	11%	-5%	-18%	-6%
